Screening results from PubChem BioAssay.
IMPase inh: membrane-permeable compound that blocks inositol monophosphatase | P97697 | CHO-M1 cells, IP1 accumulation, HTRF TR-FRET ratio | inhibition (IP1 accumulation), % at 46.1 µM | 120,000 tested, under 10 active | AID 901; active = well fitted curve in the direction sought with a large enough effect in the signal ratio, not every such curve was filed as active; inconclusive = small, poorly fitted or top-dose-only effect, or a change in a side signal; inactive = no such curve, though single readings can be large or run the other way; the % refers to the signal ratio;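 also: cells stimulated with carbachol in lithium chloride buffer; plate controls were DMSO basal wells for no effect and reference inhibitor wells for full effect; higher means more IMPase inhibition seen as more IP1 and lower FRET ratio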
Target sequence (P97697 whole entry, looked up): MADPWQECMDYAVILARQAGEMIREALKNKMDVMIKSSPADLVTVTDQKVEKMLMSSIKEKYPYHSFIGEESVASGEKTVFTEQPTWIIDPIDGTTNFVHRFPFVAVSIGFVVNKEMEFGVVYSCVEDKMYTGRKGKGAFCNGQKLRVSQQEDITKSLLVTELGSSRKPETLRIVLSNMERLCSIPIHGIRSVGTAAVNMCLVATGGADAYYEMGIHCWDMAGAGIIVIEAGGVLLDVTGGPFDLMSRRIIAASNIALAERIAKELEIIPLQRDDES
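Measured: the HTRF emission ratio (665/620 nm) plus the 620 nm donor channel, each fitted to the Hill equation to give AC50. Cells were CHO-M1 given compounds up to 46 uM and a 30 min carbachol stimulation at 37C.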
PNC inhibitor: perinucleolar compartment assembly inhibition | activity change (PNC), negative = inhibition, % at 10 µM | PC3M PTB-GFP, PNC prevalence imaging, 16 h; stronger effect = lower value | actives 3.1% (n = 140,000);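 active = readout at or below -70, meaning at least 70% loss of cells showing the perinucleolar compartment, a nuclear body marking cancer cells; inconclusive = readout between -30 and a set limit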;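 also: plate controls were DMSO wells for no effect and camptothecin positive control wells for full effect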
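PC3M cells stably expressing PTB-GFP, 750–1000 cells/well, treated 16 h at 37 °C with compound (23 nl of library stock), in duplicate. After paraformaldehyde fixation and Hoechst stain, imaged at 20x; PNC prevalence scored by image analysis.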
15-hLO-2 inh: blocks human 15-lipoxygenase 2 activity; O15296; purified 15hLO-2, xylenol orange hydroperoxide absorbance; actives 0.56% (n = 110,000); Potency, µM (titrated, usually from 57.1 µM), without a hit: top-dose activity change, negative = inhibition, usual class: inhibitors; also: potency is read from the fitted curve at half-maximal effect; nearly all actives have a fitted effect of over 60% in size; many of its hits are not listed in these tables
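Screening format was qHTS against 50 nM purified 15hLO-2 in Hepes pH 7.5 with detergent. Activity follows hydroperoxide formation from 45 uM arachidonic acid, measured as 573:405 nm absorbance ratio of the ferric-xylenol orange complex.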
12-hLO inh: blocks human 12-lipoxygenase activity | purified 12-hLO, xylenol orange hydroperoxide absorbance | Potency, µM (top dose mostly 57.1 µM), for inactives: top-dose activity change, negative = inhibition, usual class: inhibitors | actives 0.12% (n = 150,000) | AID 1452 | P18054; also: potency is read from the fitted curve at half-maximal effect; nearly all actives have a fitted effect of over 55% in size; many of its hits are not listed in these tables
Target sequence (P18054 whole entry, looked up): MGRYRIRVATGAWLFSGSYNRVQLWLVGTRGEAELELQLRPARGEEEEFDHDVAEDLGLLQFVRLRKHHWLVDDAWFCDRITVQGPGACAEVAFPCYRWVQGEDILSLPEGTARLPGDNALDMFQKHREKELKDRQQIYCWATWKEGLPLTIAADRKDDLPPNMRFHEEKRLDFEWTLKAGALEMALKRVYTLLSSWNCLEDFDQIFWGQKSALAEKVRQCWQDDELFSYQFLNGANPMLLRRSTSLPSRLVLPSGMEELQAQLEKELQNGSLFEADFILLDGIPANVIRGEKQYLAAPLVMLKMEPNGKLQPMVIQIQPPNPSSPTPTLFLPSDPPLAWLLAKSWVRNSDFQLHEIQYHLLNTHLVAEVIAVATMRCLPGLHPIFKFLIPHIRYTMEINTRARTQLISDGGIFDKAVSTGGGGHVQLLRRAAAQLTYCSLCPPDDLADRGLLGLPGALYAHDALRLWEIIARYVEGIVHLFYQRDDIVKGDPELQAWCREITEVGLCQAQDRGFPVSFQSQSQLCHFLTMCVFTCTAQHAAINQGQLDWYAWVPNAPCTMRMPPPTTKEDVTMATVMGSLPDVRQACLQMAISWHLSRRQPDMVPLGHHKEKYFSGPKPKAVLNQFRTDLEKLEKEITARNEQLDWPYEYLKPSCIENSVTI
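Xylenol orange chromogenic assay: hydroperoxide from 12hLO oxidises Fe(II), giving red-shifted Fe(III)-XO absorbance. Conditions: 150 nM enzyme, 40 uM arachidonic acid, 25 mM Hepes pH 7.0, 0.01% Triton X-100, 30 min, room temperature.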
* = called active by the depositor; [ ] = dose if it differs, or a comment. Unless noted, calls follow the shape of the dose curve; as a rule, active = well fitted curve in the direction sought with a large enough effect; inconclusive = small, poorly fitted or top-dose-only effect, or another doubt; inactive = no such curve, though single readings can be large; an effect the other way counts as inactive or inconclusive. Unless noted, % is scaled to controls: 0 for no effect and ±100 for the full control effect.

How did O=C(Nc1ccccc1N1CCCCC1)c1ccco1 do in these assays?
IMPase inh: 6; PNC inhibitor: 27; 15-hLO-2 inh: 6%; 12-hLO inh: 2%

What do the screens show for `COc1ccc(OC)c(C2C3=C(CCCC3=O)NC3=C2C(=O)CCC3)c1`?
IMPase inh: 2; PNC inhibitor: -30; 15-hLO-2 inh: -13%; 12-hLO inh: -4%

Results for COC(=O)C1=C(C)NC(=O)NC1c1ccccc1 (stereo not drawn) ?
IMPase inh: -14[1.84 µM]; PNC inhibitor: -15; 12-hLO inh: 2%

Results for CCOC(=O)c1cnc2nc(COc3ccccc3)[nH]n2c1=O ?
IMPase inh: -1; PNC inhibitor: inconclusive; 15-hLO-2 inh: -3%; 12-hLO inh: 6%

What do the screens show for `Cc1ccc(C(=O)c2sc(Nc3ccccc3)c(C#N)c2N)cc1`?
PNC inhibitor: 4; 12-hLO inh: -8%

What do the screens show for `COc1cc(NS(=O)(=O)c2ccc(NC(=S)NC(=O)c3cccs3)cc2)nc(OC)n1`?
IMPase inh: 2; PNC inhibitor: inconclusive; 12-hLO inh: inconclusive

Results for COc1ccc(N2CCN(Cc3nc4scc(-c5ccccc5)c4c(=O)[nH]3)CC2)cc1 ?
PNC inhibitor: inconclusive; 12-hLO inh: -2%

Results for Cc1ccc(OCC(=O)N2CCCCCC2)c(C)c1 ?
IMPase inh: -1; PNC inhibitor: inconclusive; 15-hLO-2 inh: 2%; 12-hLO inh: -4%

Results for O=C(NCCN1CCCC1)c1ccc2c(=O)n(CCc3ccccc3)c(=O)[nH]c2c1 ?
IMPase inh: 11; PNC inhibitor: 13; 15-hLO-2 inh: 20%; 12-hLO inh: -9%

Results for O=c1c2ccccc2nc2n1CCN2 ?
IMPase inh: 8; PNC inhibitor: 19; 15-hLO-2 inh: 0%; 12-hLO inh: 0%

What do the screens show for `Cc1ccc(C(=O)NNC(=O)CCCN2C(=O)/C(=C/c3ccccc3Cl)SC2=S)cc1`?
IMPase inh: 2; PNC inhibitor: inconclusive; 12-hLO inh: 2%

Results for C=CCc1ccc(OCC(O)CN2CCN(Cc3ccc(Cl)cc3)CC2)c(OC)c1 (stereo not drawn) ?
PNC inhibitor: 0; 12-hLO inh: -8%

What do the screens show for `CCNC(=O)C1CC(=O)N(Cc2ccc3c(c2)OCO3)C(=Nc2ccc(F)cc2)S1` (stereo not drawn)?
IMPase inh: -5; PNC inhibitor: 11; 15-hLO-2 inh: 1%; 12-hLO inh: -2%

Results for COc1cccc(S(=O)(=O)N2CCN(c3ccccc3F)CC2)c1 ?
IMPase inh: 14; PNC inhibitor: inconclusive; 15-hLO-2 inh: -7%; 12-hLO inh: -3%

How did Cc1cc(C)n2c(SCC(=O)Nc3ccccc3)nnc2n1 do in these assays?
IMPase inh: -8; PNC inhibitor: 32; 15-hLO-2 inh: -1%; 12-hLO inh: 1%

What do the screens show for `OCCNCCCCOc1cccc(Br)c1`?
PNC inhibitor: 81; 12-hLO inh: 16%

What do the screens show for `Cn1c(C(=O)O)c(CC(=O)Nc2ccc(F)cc2F)c2ccccc21`?
IMPase inh: 7; PNC inhibitor: -17; 15-hLO-2 inh: -1%; 12-hLO inh: 13%

Results for FC(F)(F)c1cnc(Nc2ccc(N3CCOCC3)cc2)c(Cl)c1 ?
IMPase inh: -1; PNC inhibitor: 9; 15-hLO-2 inh: -11%; 12-hLO inh: -8%

How did COc1ccc(Cn2nc(C)n(N(C)c3ncc(C(F)(F)F)cc3Cl)c2=O)cc1 do in these assays?
IMPase inh: 2; PNC inhibitor: 5; 15-hLO-2 inh: 5%; 12-hLO inh: -4%

How did COc1cc(NS(=O)(=O)c2ccc(N/C=C(\C#N)c3nc4cc(Cl)ccc4o3)cc2)nc(OC)n1 do in these assays?
IMPase inh: 7; PNC inhibitor: inconclusive; 15-hLO-2 inh: -20%; 12-hLO inh: inconclusive

In the list so far, these have a CF3 group:
Results for FC(F)(F)c1cnc(Nc2ccc(N3CCOCC3)cc2)c(Cl)c1 ?
IMPase inh: -1; PNC inhibitor: 9; 15-hLO-2 inh: -11%; 12-hLO inh: -8%

How did COc1ccc(Cn2nc(C)n(N(C)c3ncc(C(F)(F)F)cc3Cl)c2=O)cc1 do in these assays?
IMPase inh: 2; PNC inhibitor: 5; 15-hLO-2 inh: 5%; 12-hLO inh: -4%

Remaining list, next part.
Results for CCOC(=O)c1sc(NC(=O)Cn2nnc3sc4c(c3c2=O)CCCC4)nc1C ?
IMPase inh: inconclusive; PNC inhibitor: inconclusive; 15-hLO-2 inh: -6%; 12-hLO inh: -1%

Results for CC1CCCCC1NC(=O)COC(=O)c1ccccc1NC(=O)c1ccco1 (stereo not drawn) ?
IMPase inh: 6; PNC inhibitor: inconclusive; 15-hLO-2 inh: 2%; 12-hLO inh: 9%

How did CCCCCc1nnc(N)s1 do in these assays?
IMPase inh: -1; PNC inhibitor: -2; 15-hLO-2 inh: 3%; 12-hLO inh: -5%

What do the screens show for `CCC(c1nnnn1Cc1ccc2c(c1)OCO2)N1CCN(c2ccc(OC)cc2)CC1` (stereo not drawn)?
IMPase inh: -7; PNC inhibitor: inconclusive; 15-hLO-2 inh: -8%; 12-hLO inh: -4%

How did O=C(CSc1nnc(CNc2ccc(F)cc2)n1Cc1ccco1)N1CCCC1 do in these assays?
IMPase inh: 9; PNC inhibitor: 7; 15-hLO-2 inh: -4%; 12-hLO inh: -5%

How did CCN(CC)C(=O)CSc1nc(N)c(C#N)c(-c2cccs2)c1C#N do in these assays?
IMPase inh: -2; PNC inhibitor: inconclusive; 12-hLO inh: -1%

How did COCCNc1nc2c(c(=O)n(C)c(=O)n2C)n1Cc1cccc(C(F)(F)F)c1 do in these assays?
IMPase inh: 12; PNC inhibitor: -21; 15-hLO-2 inh: 0%; 12-hLO inh: -2%

How did OCc1nc2ccccc2n1CC(O)COc1ccccc1 (stereo not drawn) do in these assays?
IMPase inh: 0; PNC inhibitor: -18; 15-hLO-2 inh: 4%; 12-hLO inh: 7%

What do the screens show for `CC(C)NC(=O)CN(C)S(=O)(=O)c1ccc(F)cc1`?
IMPase inh: 2; PNC inhibitor: -28; 15-hLO-2 inh: -8%; 12-hLO inh: -1%

Results for COc1ccc(/C=C/C(=O)NCCc2ccc(OC)c(OC)c2)cc1 ?
PNC inhibitor: -28; 12-hLO inh: -3%

How did c1coc(-c2nc3c([nH]2)CCc2nonc2-3)c1 do in these assays?
IMPase inh: 4; PNC inhibitor: inconclusive; 15-hLO-2 inh: -4%; 12-hLO inh: 2%

What do the screens show for `CCN1C(=O)c2cccc3c(S(=O)(=O)NCc4ccco4)ccc1c23`?
IMPase inh: -2; PNC inhibitor: -21; 12-hLO inh: 0%

Results for Clc1ccc(CNC23CN4CN(CN(C4)C2)C3)c(Cl)c1 ?
PNC inhibitor: -1; 12-hLO inh: 2%

What do the screens show for `CC(=O)c1c(COC(=O)c2ccccc2)nc2ccccc2[n+]1[O-]`?
IMPase inh: 7; PNC inhibitor: 17; 15-hLO-2 inh: -3%; 12-hLO inh: -11%

What do the screens show for `CN(C)Cc1cc(C(C)(C)c2cc(CN(C)C)c(O)c(CN(C)C)c2)cc(CN(C)C)c1O`?
IMPase inh: 0; PNC inhibitor: 85; 12-hLO inh: 8%

What do the screens show for `O=c1[nH]c(-c2ccc(F)cc2)nc2c1sc(=S)n2-c1ccccc1`?
IMPase inh: 4; PNC inhibitor: inconclusive; 12-hLO inh: 3%

How did O=C(Nc1cccnc1)c1ccc(Oc2ccccc2)cc1 do in these assays?
IMPase inh: -2; PNC inhibitor: inconclusive; 15-hLO-2 inh: 12%; 12-hLO inh: 1%

What do the screens show for `Cc1nc2ccccc2c2c1C(=O)N(C(C)C)C2=O`?
IMPase inh: -7; PNC inhibitor: -16; 15-hLO-2 inh: -3%; 12-hLO inh: 3%

How did CC(C)c1ccc(-c2nnn(Cc3nc4ccccc4s3)n2)cc1 do in these assays?
IMPase inh: 16; PNC inhibitor: 8; 15-hLO-2 inh: -1%; 12-hLO inh: -7%

What do the screens show for `COCCOC(=O)c1c(C)oc2cc(Br)c(OCC(N)=O)cc12`?
PNC inhibitor: -7; 12-hLO inh: 0%

Next part (two carried over from the part before).
How did CC(C)c1ccc(-c2nnn(Cc3nc4ccccc4s3)n2)cc1 do in these assays?
IMPase inh: 16; PNC inhibitor: 8; 15-hLO-2 inh: -1%; 12-hLO inh: -7%

What do the screens show for `COCCOC(=O)c1c(C)oc2cc(Br)c(OCC(N)=O)cc12`?
PNC inhibitor: -7; 12-hLO inh: 0%

How did Cc1ccc(OCC(=O)N2CCN(S(=O)(=O)c3ccc(Cl)cc3)CC2)c([N+](=O)[O-])n1 do in these assays?
IMPase inh: -10; PNC inhibitor: inconclusive; 12-hLO inh: -2%

How did Cc1cc(C)cc(NC(=O)C(c2ccccc2)N2CCCC2)c1 (stereo not drawn) do in these assays?
PNC inhibitor: 4; 12-hLO inh: -1%

How did CCN(CC)S(=O)(=O)c1ccc(C(=O)OCn2c(SC)nnc(C)c2=O)cc1 do in these assays?
PNC inhibitor: -21; 12-hLO inh: 1%

What do the screens show for `O=C(CSc1nc2ccccc2c(=O)n1CCCN1CCOCC1)Nc1cccc(S(=O)(=O)N2CCCCCC2)c1`?
PNC inhibitor: -10; 12-hLO inh: 2%

Results for Clc1ccc2oc(-c3ccccn3)nc2c1 ?
IMPase inh: 2; PNC inhibitor: inconclusive; 15-hLO-2 inh: -1%; 12-hLO inh: 0%

What do the screens show for `O=C(Nc1nc(-c2ccccn2)cs1)C1COc2ccccc2O1` (stereo not drawn)?
IMPase inh: 0; PNC inhibitor: 1; 12-hLO inh: -15%

How did Cc1ncc([N+](=O)[O-])n1CCOC(=O)c1ccccc1 do in these assays?
IMPase inh: -7; PNC inhibitor: 80; 12-hLO inh: -3%

What do the screens show for `O=C(NCc1ccccn1)c1cc(-c2ccccc2)on1`?
IMPase inh: -5; PNC inhibitor: 21; 15-hLO-2 inh: 12%; 12-hLO inh: -4%

Results for COc1ccc(-c2noc(CCC(=O)N3CCC(C)CC3)n2)cc1 ?
IMPase inh: -4; PNC inhibitor: -29; 15-hLO-2 inh: -7%; 12-hLO inh: -2%

How did COc1ccc(C(=O)N2CCC[C@@]3(CCN(C(=O)NC(C)C)C3)C2)cc1 do in these assays?
15-hLO-2 inh: 1%; 12-hLO inh: -1%

What do the screens show for `COc1cc2cc(C(=O)O)[nH]c2c(OC)c1OC`?
IMPase inh: 0; PNC inhibitor: -97*; 15-hLO-2 inh: -6%; 12-hLO inh: 4%

How did CCc1nc(SC)[nH]c(=O)c1C do in these assays?
IMPase inh: -2; PNC inhibitor: 1; 15-hLO-2 inh: -4%; 12-hLO inh: -3%

Results for COC(=O)[C@@]1(Cc2ccc(OC)cc2)[C@H]2c3cc(C(=O)N(C)C)n(Cc4ccccn4)c3C[C@H]2CN1C(=O)c1ccccc1 ?
15-hLO-2 inh: 1%; 12-hLO inh: -7%

What do the screens show for `CC1CC(OCC(O)CN2CCOCC2)CC(C)(C)C1` (stereo not drawn)?
PNC inhibitor: inconclusive; 12-hLO inh: -1%

How did COCCn1nnnc1CN1CCC(C)CC1 do in these assays?
IMPase inh: -2; PNC inhibitor: -100*; 12-hLO inh: 4%

Results for CC(/C=N/NC(=O)CN1CCN(Cc2ccc(Cl)cc2)CC1)=C\c1ccco1 ?
PNC inhibitor: -24; 12-hLO inh: -1%

Results for COc1ccccc1C1(O)CCN(C(=O)c2cccs2)CC1 ?
IMPase inh: -6; PNC inhibitor: 35; 15-hLO-2 inh: -4%; 12-hLO inh: -2%

What do the screens show for `COc1ccc(-c2nc(CCNC(=O)c3cccs3)cs2)cc1`?
IMPase inh: inconclusive; PNC inhibitor: -12; 15-hLO-2 inh: -2%; 12-hLO inh: 1%

How did COc1cc(C(=O)N(Cc2cccc(Cl)c2)C2CCS(=O)(=O)C2)cc(OC)c1OC (stereo not drawn) do in these assays?
IMPase inh: 0; PNC inhibitor: -20; 15-hLO-2 inh: -5%; 12-hLO inh: 2%
